Mm-Cpn inhibitor – M. maripaludis TRiC chaperonin inhibition; purified Mm-Cpn ATPase, ADP Transcreener TR-FRET; Potency, µM (series often up to 76.9 µM), inactives show at the highest dose activity, negative = inhibition, usual class: inhibitors; 0.031% of 330,000 active; AID 504842; note: potency is the fitted concentration of half-maximal effect; % is set by controls: 0 for no effect and ±100 for the full control effect; nearly all actives have a fitted effect of over 80% in size
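Eu-cryptate anti-ADP/ADP-d2 competition gives a ratio inversely related to ADP. Enzyme at 25 nM was pre-exposed to compound for 10 min, then given 10 uM ATP for 30 min, 37°C throughout.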
Nrf2 ARE act – activates Nrf2 signaling | AID 624171 | 0.31% of 410,000 active | Potency, µM (doses to about 46.1 µM), for inactives: top-dose activation, most hits filed as activators | AREc32 ARE-luciferase reporter (MCF7-derived line), luminescence, 24 h; note: potency is the fitted concentration of half-maximal effect; % of control where 0% means no effect; nearly all actives have a fitted effect of over 65% in size
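Luciferase luminescence (Steady-Glo, 30 min at room temperature) served as the read-out of ARE activation in AREc32 cells treated with compounds for 24 hr at 37 deg C.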
A549 tox – kills or reduces viability of A549 cells in Nrf2 counter-screen; A549 ARE-Fluc cells, CellTiter-Fluor viability, 18-24 h; Potency, µM (titrated, usually from 46 µM), for the others: at the highest dose activity change, negative = cytotoxicity, actives largely listed as inhibitors; 0.16% of 390,000 active; AID 504648; note: potency is the fitted concentration of half-maximal effect; % is set by controls: 0 for no effect and ±100 for the full control effect
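Cytotoxicity counterscreen: CellTiter-Fluor fluorescence was measured in A549 ARE_Fluc cells after 18-24 h of compound exposure in a concentration series. The subsequent BugLite luminescent read reports ARE-luciferase activity.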
TGFb inhibitor – TGF-b pathway inhibition | HepG2 CAGA-GFP TGF-b/SMAD3 reporter, GFP fluorescence, 18 h; TGF-beta stimulated, 500 pg/mL final | Potency, µM (top dose mostly 46.1 µM), for inactives: top-dose activity, negative = inhibition, most hits filed as inhibitors | 1.2% of 410,000 active | AID 588855; note: potency is the fitted concentration of half-maximal effect; % is set by controls: 0 for no effect and ±100 for the full control effect; nearly all actives have a fitted effect of over 65% in size
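Per well, imaged GFP fluorescence of HEPG2 CAGA-GFP cells gives the signal; cells get compound, then TGF-beta (500 pg/mL final), 18 h at 37 degrees C; %Activity versus -TGF-beta and +DMSO controls.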
CCT chaperon mod – modulators of cytosolic chaperonin (CCT/TRiC) activity | activity change, % (no concentration beside the values), hits read low | 0.3% of 360,000 active | purified chaperonin ATPase assay, HTRF ADP detection, 30 min | AID 651819; in the data active = activity change below about -30%; note: % is set by controls: 0 for no effect and ±100 for the full control effect
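Enzyme 40 or 20 nM (batch-dependent) in Tris pH 7.4/KCl/MgCl2/DTT; cpd 76 uM single point; ATP 10 uM; 30 min 37 °C; Transcreener ADP HTRF detection, 30 min RT; ratio 665/615.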
HepG2 tox – counter-screen for TGF-b inhibitors: cytotoxicity in HepG2 cells. HepG2 CAGA-GFP viability, ATP luminescence, 18 h. 0.76% of 410,000 active. Potency, µM (series often up to 46.1 µM), for the others: at the top dose activity change, negative = cytotoxicity, actives largely listed as cytotoxic; note: potency is the fitted concentration of half-maximal effect; some results filed as inactive show a strong effect at the top dose
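HepG2 CAGA-GFP cells (1000/well, DMEM with 1% FBS) received compound, then TGF-beta at 500 pg/mL final, and were incubated 18 hours at 37 degrees C. Viability was read by CellTiter-Glo luminescence. Media-only wells were set as complete cell-killing and DMSO as no toxicity.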
Akt phos inh – inhibitors of Akt phosphorylation; Neuro2A IGF-stimulated pAkt S473 HTRF, 20 min; stronger effect = lower value; activity change, % for hits at 50 µM; 0.32% of 360,000 active; AID 651550; in the data active = activity change below about -80%; inconclusive = mostly about -51% to -80%; note: % is set by controls: 0 for no effect and ±100 for the full control effect
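Neuro2A cells (4,500/well, DMEM with 0.5% FBS) were treated with compound at a single 50 µM final concentration, stimulated with 6 nM IGF for 20 min at 37 °C, and lysed. Phospho-Akt Ser473 was read by HTRF as 665/615 ratio ×10^4.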
Abeta yeast res – restores growth of yeast expressing A-beta42 peptide | yeast expressing A-beta42, growth rescue, OD600, 48 h; response scale: 0% DMSO, 100% iron-clioquinol control | 0.063% of 410,000 active | AID 1347071 | Potency, µM (series often up to 46.1 µM), without a hit: at the top dose growth rescue, actives largely listed as activators; note: potency is the fitted concentration of half-maximal effect; nearly all actives have a fitted effect of over 55% in size
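Yeast A-beta toxicity model in growth medium with pinned compounds, 48 h at 30 C; growth read as absorbance at 600 nm. Normalized to FeCl3/clioquinol equimolar mix (positive) and DMSO (negative).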
Nrf2 inh – blocks Nrf2 signaling. A549 ARE-Fluc reporter, luciferase luminescence, 18-24 h. Potency, µM (doses to about 46 µM), for the others: top-dose activity change, negative = inhibition, most hits filed as inhibitors. 2.1% of 360,000 active; note: potency is the fitted concentration of half-maximal effect; % is set by controls: 0 for no effect and ±100 for the full control effect; nearly all actives have a fitted effect of over 60% in size
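Concentration-response testing used A549 ARE_Fluc cells at 5000 cells/well. Following an 18-24 h compound incubation, viability was read by fluorescence (Ex 405/Em 525) and luciferase output by luminescence.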
Numbers without * were called inactive; & = joins results of further samples; [ ] = remark or other dose. Unless noted, calls come from the whole dose curve; as a rule, active = well fitted curve in the direction sought with a large enough effect; inconclusive = small, poorly fitted or top-dose-only effect, or another doubt; inactive = no such curve, though single readings can be large; an effect the other way counts as inactive or inconclusive.

Screening CCCC(=O)NC(=S)Nc1ccc(S(=O)(=O)N2CCc3ccccc32)cc1 returned Nrf2 ARE act -0.8%, A549 tox -14%, TGFb inhibitor inconclusive, CCT chaperon mod -2.1, HepG2 tox -10%, Akt phos inh inactive, Abeta yeast res 48% and Nrf2 inh 21µM*.
CC(=O)Nc1ccc(NC(=O)C(C)Oc2ccccc2C(=O)NCc2ccccc2)cc1 (stereo not given) was read as Mm-Cpn inhibitor -1%, Nrf2 ARE act -0.8%, A549 tox -5%, TGFb inhibitor 7%, CCT chaperon mod 3.3, HepG2 tox 1%, Akt phos inh inactive, Abeta yeast res -12% and Nrf2 inh inconclusive.
For CN(C)/C=C(/C(=O)c1ccccc1)n1cncn1 the results were Mm-Cpn inhibitor 1%, Nrf2 ARE act 0.2%, A549 tox -7%, TGFb inhibitor 5%, CCT chaperon mod -2.1, HepG2 tox 4%, Akt phos inh inactive, Abeta yeast res -9% and Nrf2 inh 28%.
COc1cc(/C=C2\N=C3CCCCCN3C2=O)ccc1O was read as Mm-Cpn inhibitor -4%, Nrf2 ARE act 5.0%, A549 tox 0%, TGFb inhibitor 63%[activator], CCT chaperon mod -0.3, HepG2 tox 5%, Akt phos inh inactive, Abeta yeast res -6% and Nrf2 inh 14%.
N#Cc1cccc(NC(=O)c2cc(C3CCCCN3C(=O)c3ccccn3)on2)c1 (stereo not given) was read as Nrf2 ARE act -0.9%, TGFb inhibitor 3%, CCT chaperon mod -0.5, HepG2 tox -12%, Akt phos inh inactive and Abeta yeast res -15%.
CCOc1ccc(OCC)c(NC(=O)C2CCN(c3cnccn3)CC2)c1 was read as Mm-Cpn inhibitor -4%, Nrf2 ARE act -0.4%&0.5%, A549 tox 0%&6%, TGFb inhibitor 12%&-5%, CCT chaperon mod -1.3, HepG2 tox 1%&-44%, Akt phos inh inactive, Abeta yeast res -11%&6% and Nrf2 inh 9%&22%.
For CNc1nnc(-c2cccc(N(C)C)c2)s1 the results were Mm-Cpn inhibitor -6%, Nrf2 ARE act -0.8%, A549 tox -5%, TGFb inhibitor -26%, CCT chaperon mod -1.7, HepG2 tox -12%, Akt phos inh inactive, Abeta yeast res -5% and Nrf2 inh -3%.
For Cc1csc2nc(COc3ccc(NC(=O)c4ccccc4F)cc3)cc(=O)n12 the results were Nrf2 ARE act 4.0%, A549 tox 7%, TGFb inhibitor 1%, HepG2 tox -1%, Abeta yeast res -21% and Nrf2 inh -8%.
For COc1ccc(C(=O)Nc2nnc(C3=COCCO3)o2)cc1OC the results were Mm-Cpn inhibitor -1%, Nrf2 ARE act 0.2%, A549 tox -14%, TGFb inhibitor -1%, CCT chaperon mod 1.9, HepG2 tox -2%, Akt phos inh inactive, Abeta yeast res -13% and Nrf2 inh -27%.
For O=C(Nc1ccccc1)N(C1=NCCCCS1)c1cccc2ccccc12 the results were Mm-Cpn inhibitor -1%, Nrf2 ARE act 2.3%, A549 tox 0%, TGFb inhibitor 27%, CCT chaperon mod 1.5, HepG2 tox -26%, Akt phos inh inactive, Abeta yeast res -7% and Nrf2 inh 9%.
Screening Cc1ccccc1CN1CCN(S(=O)(=O)c2ccc(Cl)s2)CC1 returned Mm-Cpn inhibitor 0%, Nrf2 ARE act -0.6%, A549 tox 12%, TGFb inhibitor inconclusive, CCT chaperon mod 2.7, HepG2 tox 2%, Akt phos inh inactive, Abeta yeast res -10% and Nrf2 inh -10%.
CCc1ccc(Nc2ncccc2C#N)cc1 was read as Mm-Cpn inhibitor 2%, Nrf2 ARE act 7.9%, A549 tox -10%, TGFb inhibitor 0%, CCT chaperon mod 2.6, HepG2 tox -29%, Akt phos inh inactive, Abeta yeast res -4% and Nrf2 inh 27%.
For CC(C)CCNC(=O)C12CN(Cc3ccccc3)CC1C(c1ccc([N+](=O)[O-])cc1)=NO2 (stereo not given) the results were Mm-Cpn inhibitor -1%, Nrf2 ARE act -0.6%, A549 tox 13%, TGFb inhibitor -1%, CCT chaperon mod -1.9, HepG2 tox -24%, Akt phos inh inactive, Abeta yeast res -48%[inhibitor] and Nrf2 inh -10%.
Screening O=C(/C=C/c1ccco1)NC(=S)Nc1cccc(-c2nc3ccccc3o2)c1 returned Mm-Cpn inhibitor -5%, Nrf2 ARE act inconclusive, A549 tox inconclusive, TGFb inhibitor inconclusive, CCT chaperon mod -1.4, HepG2 tox 0%, Akt phos inh inactive and Abeta yeast res 6%.
Screening Cc1nn(CC(=O)N2CCc3ccccc32)c(C)c1S(=O)(=O)NC(C)(C)C returned Mm-Cpn inhibitor 0%, Nrf2 ARE act 3.0%, A549 tox 2%, TGFb inhibitor inconclusive, CCT chaperon mod 2.0, HepG2 tox -19%, Akt phos inh inactive, Abeta yeast res 0% and Nrf2 inh 4%.
For COc1cccc(NC(=O)Nc2cc(-c3cn4cccnc4n3)ccc2C)c1 the results were Nrf2 ARE act 0.3%, A549 tox 1%, TGFb inhibitor 2%, HepG2 tox -2%, Abeta yeast res -3% and Nrf2 inh -8%.
For COc1ccc(C2=NS(=O)(=O)N(C)C(C(=O)NCc3ccco3)=C2)cc1OC the results were Mm-Cpn inhibitor 0%, Nrf2 ARE act 7.2%, A549 tox -3%, TGFb inhibitor 2%, CCT chaperon mod 0.4, HepG2 tox -1%, Akt phos inh inactive, Abeta yeast res -21% and Nrf2 inh 6%.
COc1ccccc1CN(C)C(=O)COC(=O)c1ccc(Cl)nc1 was read as Mm-Cpn inhibitor 1%, Nrf2 ARE act -0.5%, A549 tox 5%, TGFb inhibitor 8%, CCT chaperon mod 0.1, HepG2 tox 8%, Akt phos inh inactive, Abeta yeast res -10% and Nrf2 inh 5%.
COCC(C)n1c(SC(C)C(=O)NC2CCCCC2C)nc2ccccc2c1=O (stereo not given) was read as Mm-Cpn inhibitor 1%, Nrf2 ARE act 0.2%, A549 tox -11%, TGFb inhibitor -2%, CCT chaperon mod -1.6, HepG2 tox 14%, Akt phos inh inactive, Abeta yeast res 8% and Nrf2 inh -11%.
For OC[C@@H]1CN(Cc2ccc3c(c2)OCO3)C[C@H](n2cnc3c(NCc4ccncc4)ncnc32)O1 the results were Nrf2 ARE act 0.5%, TGFb inhibitor 0%, CCT chaperon mod 1.1, HepG2 tox -2%, Akt phos inh inactive and Abeta yeast res -13%.
CN1CCN(C(=S)NC(=O)c2ccc(Cl)cc2)CC1 was read as Mm-Cpn inhibitor -1%, Nrf2 ARE act 0.0%, A549 tox -1%, TGFb inhibitor -10%, CCT chaperon mod -0.2, HepG2 tox 1%, Akt phos inh inactive, Abeta yeast res 9% and Nrf2 inh inconclusive.
Cc1ccc(C(c2c(NC(=O)c3ccco3)sc(C)c2C)N2CCOCC2)cc1 (stereo not given) was read as Nrf2 ARE act -0.7%, TGFb inhibitor -2%, CCT chaperon mod 1.1, HepG2 tox -9%, Akt phos inh inactive and Abeta yeast res -24%.
Cc1cc(C)c2nc(NC(=O)c3ccc(S(=O)(=O)N4CCCC4)cc3)sc2c1 was read as Nrf2 ARE act -0.6%, A549 tox 0%, TGFb inhibitor 7%, HepG2 tox 1% and Abeta yeast res -18%.
CCCCNC(=O)C1(O)c2cc(Br)ccc2NC(=O)N1c1cccc(OC)c1 (stereo not given) was read as Mm-Cpn inhibitor 0%, Nrf2 ARE act -0.7%, A549 tox -7%, TGFb inhibitor 21%, CCT chaperon mod -4.1, HepG2 tox -1%, Akt phos inh inactive, Abeta yeast res 8% and Nrf2 inh 8%.
`Cc1ccsc1CN(C)CC(=O)N(C)CC(=O)Nc1c(Cl)cccc1Cl` gave Nrf2 ARE act 0.4%, TGFb inhibitor 5%, CCT chaperon mod 0.6, HepG2 tox 2%, Akt phos inh inactive and Abeta yeast res -6%.
For Cc1c(C(=O)Nc2cccc([N+](=O)[O-])c2)sc2ncn(CC(=O)N3CCOCC3)c(=O)c12 the results were Mm-Cpn inhibitor -1%, Nrf2 ARE act 0.0%, A549 tox -11%, TGFb inhibitor -1%, CCT chaperon mod 0.2, HepG2 tox -3%, Akt phos inh inactive, Abeta yeast res 3% and Nrf2 inh -19%.
`O=C(O)c1cc(N(Cc2ccccc2O)Cc2ccccc2O)ccc1O` gave A549 tox -6%, TGFb inhibitor -28%, HepG2 tox -11% and Nrf2 inh -8%.
For COc1ccccc1N1CCN(S(=O)(=O)c2c(C)nc3sccn3c2=O)CC1 the results were Nrf2 ARE act -0.1%, A549 tox -4%, TGFb inhibitor 32%, HepG2 tox -2%, Abeta yeast res -17% and Nrf2 inh 13%.
Screening COc1ccc(NC(=O)COC(=O)CNC(=O)COc2ccccc2)cc1OC returned Mm-Cpn inhibitor -3%, Nrf2 ARE act 1.2%, A549 tox 12%, TGFb inhibitor 0%, CCT chaperon mod -0.4, HepG2 tox -3%, Akt phos inh inactive, Abeta yeast res -4% and Nrf2 inh 23%.
For Cc1ccc(S(=O)(=O)CCC(=O)OCC(=O)NCCc2ccccc2)cc1 the results were Mm-Cpn inhibitor 0%, Nrf2 ARE act -0.2%, A549 tox 3%, TGFb inhibitor -3%, CCT chaperon mod -2.0, HepG2 tox 0%, Akt phos inh inactive, Abeta yeast res 9% and Nrf2 inh 2%.

Two compounds picked at random from those above:
Screening COc1ccc(NC(=O)COC(=O)CNC(=O)COc2ccccc2)cc1OC returned Mm-Cpn inhibitor -3%, Nrf2 ARE act 1.2%, A549 tox 12%, TGFb inhibitor 0%, CCT chaperon mod -0.4, HepG2 tox -3%, Akt phos inh inactive, Abeta yeast res -4% and Nrf2 inh 23%.
For COc1ccccc1N1CCN(S(=O)(=O)c2c(C)nc3sccn3c2=O)CC1 the results were Nrf2 ARE act -0.1%, A549 tox -4%, TGFb inhibitor 32%, HepG2 tox -2%, Abeta yeast res -17% and Nrf2 inh 13%.

Source: PubChem BioAssay (National Center for Advancing Translational Sciences (NCATS))
